Akt phos inh: HTS Assay for Inhibitors of Akt Phophorylation: Primary Screen; Neuro2A IGF-stimulated pAkt S473 HTRF, 20 min; stronger effect = lower value; activity change, % for hits at 50 µM; 0.32% of 360,000 active; in the data active = activity change below about -80%; inconclusive = mostly about -51% to -80%; also: % is scaled to controls: 0 for no effect and ±100 for the full control effect
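Neuro2A cells in DMEM with 0.5% FBS, overnight at 37 deg C, given compound at single 50 µM final, then IGF (6 nM final) for 20 min at 37 deg C. Lysed; phospho-Akt Ser473 by HTRF after 24 h, 665/615 ratio.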
PTHR1 agonist: qHTS for PTHR1 Agonists: Primary Screen; Parathyroid hormone/parathyroid hormone-related peptide receptor (Homo sapiens), Q03431; AID 743266, 2014; Potency, µM (doses to about 115 µM), without a hit: at the top dose activation, usual class: activators; HEK293 GP2 PTHR1 cells, GloSensor cAMP luminescence, 1 h; 0.075% of 410,000 active; also: potency is read from the fitted curve at half-maximal effect; nearly all actives have a fitted effect of over 55% in size; some results filed as inactive show a strong effect at the top dose; inactives centre near -15; many of its hits are not listed in these tables
Target sequence (Q03431 whole entry, looked up): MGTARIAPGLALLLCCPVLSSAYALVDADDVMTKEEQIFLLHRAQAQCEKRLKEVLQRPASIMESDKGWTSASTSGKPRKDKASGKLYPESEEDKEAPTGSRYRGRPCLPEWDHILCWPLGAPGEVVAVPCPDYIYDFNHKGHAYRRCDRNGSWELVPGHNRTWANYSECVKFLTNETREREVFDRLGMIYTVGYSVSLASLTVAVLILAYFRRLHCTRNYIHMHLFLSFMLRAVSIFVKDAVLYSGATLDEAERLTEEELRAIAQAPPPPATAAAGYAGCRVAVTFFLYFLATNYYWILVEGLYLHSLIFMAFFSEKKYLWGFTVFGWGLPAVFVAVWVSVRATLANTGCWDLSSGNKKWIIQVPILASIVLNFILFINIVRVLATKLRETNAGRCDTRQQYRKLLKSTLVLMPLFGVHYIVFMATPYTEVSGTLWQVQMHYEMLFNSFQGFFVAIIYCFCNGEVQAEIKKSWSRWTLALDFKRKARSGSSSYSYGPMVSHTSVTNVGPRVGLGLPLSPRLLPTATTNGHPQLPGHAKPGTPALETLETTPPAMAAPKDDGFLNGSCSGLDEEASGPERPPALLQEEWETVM
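HEK-293-derived GP2 cells expressing PTHR1 and a GloSensor cAMP reporter, 3,000/well, plated overnight, given luciferin plus IBMX (each 0.5 mM as added) for 1 h at 37 °C, then compound for 1 h at 37 °C. Luminescence was read after 15 min at room temperature.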
TDP-43 yeast inh: qHTS of TDP-43 Inhibitors. 1.8% of 410,000 active. TDP-43 expressing yeast growth rescue, BacTiter-Glo, 24 h. Potency, µM (series often up to 46.1 µM), for inactives: top-dose growth rescue (activation), most hits filed as activators; also: potency is read from the fitted curve at half-maximal effect; % of control where 0% means no effect; nearly all actives have a fitted effect of over 50% in size
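Galactose-induced TDP-43 yeast, OD600=0.02, compound pinned; 24 hr, 30 deg C; BacTiter-Glo luminescence for growth. Inhibitors of TDP-43 toxicity read as activators.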
GLP1R cytotox: qHTS of GLP-1 Receptor Inverse Agonists: Cytotox Screen. HEK293 cAMP-luciferase reporter cells, luminescence, 24 h. Potency, µM (top dose mostly 38.3 µM), inactives show top-dose activity change, negative = inhibition, hits mostly inhibitors. 0.13% of 410,000 active. AID 624418, 2012;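 also: loss of luciferase light is scored as toxicity; potency is read from the fitted curve at half-maximal effect; % is scaled to controls: 0 for no effect and ±100 for the full control effect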
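Cells in DMEM/10% Nu serum/1% pen-strep, 1536-well format. Pre-incubated 12 h, dosed with 23 nL compound, incubated a further 24 h. Luciferase detection, 12 min at room temp, luminescence.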
FUS suppressor: qHTS for Suppressors of FUS Proteinopathy: Primary screen using FUS-linked yeast assay; S. cerevisiae FUS-expressing, growth rescue, OD600, 24 h; Potency, µM (series often up to 76.6 µM), without a hit: at the top dose growth rescue (activation), hits mostly activators; 0.24% of 390,000 active; AID 1347120, 2019;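 also: potency is read from the fitted curve at half-maximal effect; plate controls were DMSO vehicle for no effect and reference control for full effect; nearly all actives have a fitted effect of over 55% in size; some results filed as inactive show a strong effect at the top dose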
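S. cerevisiae expressing FUS from galactose induction served as the toxicity model. Growth after 24hr at 30C, read as absorbance at 600 nm, indicates suppression of toxicity; compounds dosed at several concentrations.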
aSyn yeast inh: qHTS of alpha-syn Inhibitors. Yeast expressing alpha-synuclein, growth rescue, BacTiter-Glo, 24 h. Potency, µM (series often up to 46.1 µM), without a hit: top-dose growth rescue (activation), usual class: activators. 0.14% of 370,000 active; also: potency is read from the fitted curve at half-maximal effect; % of control where 0% means no effect; nearly all actives have a fitted effect of over 65% in size
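Galactose-induced alpha-syn yeast (OD600=0.02, raffinose-pregrown) + pinned cpd, 24 hr, 30 deg C; growth by BacTiter-Glo luminescence. Growth restoration scores as activation.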
Abeta rescue: qHTS for compounds that reverse cellular toxicity of Amyloid beta (A-beta) peptide in yeast: Primary Screen; yeast expressing A-beta42, growth rescue, OD600, 48 h; response scale: 0% DMSO, 100% iron-clioquinol control; AID 1347071, 2019; Potency, µM (series often up to 46.1 µM), for inactives: at the top dose growth rescue, most hits filed as activators; 0.063% of 410,000 active; also: potency is read from the fitted curve at half-maximal effect; nearly all actives have a fitted effect of over 55% in size
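Yeast growth medium received pinned compounds, then yeast cells expressing toxic A-beta were added; plates incubated at 30 C for 48 hr. Growth read as absorbance at 600 nm, normalized to DMSO and equimolar FeCl3 plus clioquinol controls.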
Mm-Cpn inhibitor: Inhibitors of TCP-1 ring complex (TRiC) of Methanococcus maripaludis (MmCpn): qHTS | purified Mm-Cpn ATPase, ADP Transcreener TR-FRET | AID 504842, 2011 | Potency, µM (titrated, usually from 76.9 µM), for inactives: at the top dose activity, negative = inhibition, usual class: inhibitors | 0.031% of 330,000 active | Chaperonin Mm-Cpn (Methanococcus maripaludis); also: potency is read from the fitted curve at half-maximal effect; % is scaled to controls: 0 for no effect and ±100 for the full control effect; nearly all actives have a fitted effect of over 80% in size
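Measured: ADP formation by purified Mm-CPN. Conditions: 25 nM protein, 10 uM ATP, Tris pH 7.4 with Mg2+, K+ and DTT, 37°C for 30 min. Detection: Transcreener HTRF after 30 min at room temperature.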
GLP1R inv ag: qHTS of GLP-1 Receptor Inverse Agonists (Inhibition Mode); Glucagon-like peptide 1 receptor (Homo sapiens), P43220; HEK293 GLP-1R CRE-luciferase, luminescence, 24 h; GLP-1R form is constitutively active; Potency, µM (titrated, usually from 38.3 µM), without a hit: at the highest dose activity change, negative = inhibition, most hits filed as inhibitors; 1.6% of 410,000 active; also: potency is read from the fitted curve at half-maximal effect; % is scaled to controls: 0 for no effect and ±100 for the full control effect; nearly all actives have a fitted effect of over 55% in size
Target sequence (P43220 whole entry, looked up): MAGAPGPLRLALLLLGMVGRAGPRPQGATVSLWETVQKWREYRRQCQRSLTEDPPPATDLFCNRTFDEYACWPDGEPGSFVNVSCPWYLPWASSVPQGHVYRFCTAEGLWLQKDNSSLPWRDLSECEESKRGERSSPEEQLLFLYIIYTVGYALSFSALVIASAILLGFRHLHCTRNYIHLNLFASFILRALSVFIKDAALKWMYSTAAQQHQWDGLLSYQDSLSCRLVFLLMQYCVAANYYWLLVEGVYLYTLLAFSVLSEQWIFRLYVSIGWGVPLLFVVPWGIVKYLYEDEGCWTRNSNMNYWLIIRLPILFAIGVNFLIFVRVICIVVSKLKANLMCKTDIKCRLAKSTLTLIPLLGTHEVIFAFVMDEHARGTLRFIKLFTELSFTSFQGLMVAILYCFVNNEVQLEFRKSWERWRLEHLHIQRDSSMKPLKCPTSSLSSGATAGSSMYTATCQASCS
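HEK293 cells stably co-expressing constitutively active GLP-1R and a cAMP-responsive luciferase reporter were seeded in DMEM with 10% Nu serum, given compounds after 12 h, and incubated 24 h at 37 deg C. Luminescence was then read.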
An asterisk follows results filed as active; i = inactive; u = inconclusive; x = no result given; & = joins results of further samples; [ ] = remark or other dose. Unless noted, calls follow the shape of the dose curve; as a rule, active = well fitted curve in the direction sought with a large enough effect; inconclusive = small, poorly fitted or top-dose-only effect, or another doubt; inactive = no such curve, though single readings can be large; an effect the other way counts as inactive or inconclusive. The list is partial. The share of hits here may be higher or lower than overall.

Start of the data: the first two compounds, to show the layout:
Second line of a record: Akt phos inh	PTHR1 agonist	TDP-43 yeast inh	GLP1R cytotox	FUS suppressor	aSyn yeast inh	Abeta rescue	Mm-Cpn inhibitor	GLP1R inv ag
> CC(NC(=S)Nc1cccc(C(F)(F)F)c1)C(C)(C)C (stereo unspecified)
    i	i	19%	u	-7%	-34%[inhibitor]	13µM*	1%	u
> CC(=O)N(CCN(C(C)=O)c1ccccc1)c1ccccc1
    i	-13%	4%	8%	7%	-1%	8%	1%	0%

Main list, repeating the preview:
Second line of a record: Akt phos inh	PTHR1 agonist	TDP-43 yeast inh	GLP1R cytotox	FUS suppressor	aSyn yeast inh	Abeta rescue	Mm-Cpn inhibitor	GLP1R inv ag
> CC(NC(=S)Nc1cccc(C(F)(F)F)c1)C(C)(C)C (stereo unspecified)
    i	i	19%	u	-7%	-34%[inhibitor]	13µM*	1%	u
> CC(=O)N(CCN(C(C)=O)c1ccccc1)c1ccccc1
    i	-13%	4%	8%	7%	-1%	8%	1%	0%
> CCn1c(C(=O)Nc2cc(C)cc(C)c2)cc2sc(Cl)cc21
    x	-21%	16%	16%	-9%	x	-14%	x	-12%
> OCC1OC(n2nnc3ccccc32)C(O)C(O)C1O (stereo unspecified)
    -92%*	i	8%	-5%	-12%	3%	9%	3%	1%
> CCc1nnc(NC(=O)CCn2cnc3ccccc3c2=O)s1
    i	-9%	-6%	-5%	9%	-1%	-8%	0%	6%
> COc1cccc(NC(=O)Nc2nnc(Cc3ccccc3F)s2)c1
    i	-30%	14%	-25%	0%	-2%	-21%	-1%	-1%
> Cc1ccc(CNC(=O)c2ccc(CS(=O)Cc3ccccc3Cl)o2)cc1 (stereo unspecified)
    i	i	16%	-17%	15%	10%	2%	1%	u
> CC(C)OC(=O)CC1C(=O)NCCN1C(=S)NC(=O)c1ccc(F)cc1 (stereo unspecified)
    i	i	-17%[0.397 µM]	-10%	11%	1%	6%	-1%	9%
> O=C(NC1CCN(c2ncccn2)CC1)c1ccccc1F
    i	-10%	6%	1%	-33%	-8%	6%	1%	12%
> CN1CCN(S(=O)(=O)c2ccc(N(C)Cc3ccc(C(F)(F)F)cc3)c([N+](=O)[O-])c2)CC1
    i	-30%[inhibitor]	9%	u	32%	-1%	11%	1%	u
> O=C(NCc1cccc(C(F)(F)F)c1)N1CCN(S(=O)(=O)c2ccccc2F)CC1
    i	-24%	12%	0%	20%	2%	1%	2%	-29%
> COc1ccc(NC(=O)Nc2ccc3c(c2)CC(=O)N([C@H](C)CO)C[C@H](C)[C@H](CN(C)Cc2ccc(C(=O)O)cc2)O3)cc1
    i	-10%	-1%	3%	6%	-8%	0%	-2%	0%
> CCOC(=O)[C@@H]1[C@H]2COc3ccc(Br)cc3[C@H]2N2C(=O)N(c3ccc(F)cc3)C(=O)[C@@]12C
    i	i	28%	-29%	-17%	-5%	0%	-2%	-7%
> COc1cccc2c(SCC(=O)N/N=C/c3ccccc3)cc(C)nc12
    i	i	-3%	u	x	-1%	9%	-2%	u
> Cc1ccc2cn[nH]c2c1N
    i	i	-3%	9%	0%	-9%	-14%	1%	6%
> CCc1ccc(C(=O)CCC2CCCCC2=O)cc1 (stereo unspecified)
    i	-9%	0%	-2%	7%	-1%	-11%	-1%	u
> CCN(CC)C(=O)C1=C(C)N(CCCN2CCCC2=O)C(=O)C(CC(=O)NC2CC2)C1 (stereo unspecified)
    i	-13%	15%	10%	-19%	-5%	-4%	x	5%
> CC(/C=N/NC(=O)c1ccccc1C)=C\c1ccccc1
    i	-22%	15%	2%	-7%	5%	14%	x	u
> CC(=O)c1ccc(NC(=S)N2CCN(CCN3C(=O)c4cccc5cccc(c45)C3=O)CC2)cc1
    i	i	-4%	-4%	9%	-12%	-6%	-7%	10%
> COc1ccc(C(=O)N2CCC(C(=O)O)CC2)cc1
    i	i	-17%	-19%	-4%	3%	2%	0%	0%
> CCN(CC(=O)Nc1c(F)cccc1F)C(=O)c1ccc(N2CCCC2=O)cc1
    i	i	2%	-11%	3%	-1%	7%	2%	11%
> O=C(OCCN1CCCCC1)c1ccccc1Cl
    i	-48%	-25%	70%[activator]	-1%	-5%	-3%	1%	1%
> CCC(=O)c1cn(CC(=O)NCc2ccco2)c2ccccc12
    i	u	-21%	56%[activator]	-3%	-3%	-9%	x	-6%
> Cc1ccc(-c2nc3nc(C)cc(C)n3c2Nc2ccc3c(c2)OCCO3)cc1
    x	-54%[inhibitor]	-18%	0%	35%	x	-15%	x	6%
> O=C(Nc1cccc(C(=O)NC2CC2)c1)c1ccccc1
    i	-24%	13%	-10%	-31%	-1%	7%	x	-10%
> N#CC1=C(N)Oc2n[nH]c(-c3ccc(F)cc3)c2C1c1cccnc1 (stereo unspecified)
    i	-14%	8%	-3%	-4%	5%	18%	0%	0%
> CC(C)c1ccc(NC(=O)CNC(=O)Cn2cnc3ccccc3c2=O)cc1
    i	-22%	8%	-2%	-9%	1%	5%	1%	10%
> CC(NC(=O)COC(=O)CC(c1ccccc1)c1ccccc1)c1ccccc1 (stereo unspecified)
    i	-43%[inhibitor]	28%	-5%	34%	10%	-7%	-3%	u
> Cc1ccc(-n2c(C)nnc2SCC(=O)N2CCc3ccccc3C2)cc1
    i	-10%	-23%	-8%	21%	10%	0%	-1%	u
> Cc1ccc(NC(=O)CC2Sc3ccc(C(F)(F)F)cc3NC2=O)cc1 (stereo unspecified)
    x	i	6%	-1%	-25%	x	-15%	x	-5%
> Cc1c(-c2ccnc3cc(C(=O)O)nn23)cnn1C
    i	-18%	-3%	6%	1%	-1%	-2%	-3%	5%
> CCCCN(C)C(=O)Cn1cnc2sc(C)c(S(=O)(=O)N3CCN(c4ccccc4OC)CC3)c2c1=O
    i	-6%	-12%&14%	-4%&4%	17%&-26%	-2%	1%&-7%	-1%	-1%&4%
> COc1ccc(CCNC(=O)c2cn(C)c3ccc(S(=O)(=O)N4CCOCC4)cc3c2=O)cc1OC
    i	-16%	-8%&9%	3%&-17%	15%&13%	2%	-7%&3%	2%	159%&46%[activator]
> CCOC(=O)C1C(C(C)=O)=C(c2ccccc2)c2ccccc2N1S(=O)(=O)C(F)(F)F (stereo unspecified)
    i	-23%	17%	-5%	17%	-13%	10%	-2%	-6%
> CC1(C(=O)NS(=O)(=O)c2ccccc2Cl)CCN1C(=O)Cc1cccc2ccccc12 (stereo unspecified)
    i	u	22%	3%	4%	5%	4%	x	-20%
> COc1cccc(-c2cnc(C(O)c3c(C)ccc4ccccc34)[nH]2)c1 (stereo unspecified)
    i	-52%[inhibitor]	3%	7%	-17%	2%	-8%	x	-15%
> Cc1cccc(CN2C[C@]34CC[C@@H](C[C@@H]3S2(=O)=O)O4)c1
    i	i	14%	12%	-11%	5%	-2%	1%	11%
> CCOc1cc(C(=O)Nc2ccccc2N2CCOCC2)ccc1OCC(=O)N1CCCCC1
    i	-8%	2%	-4%	1%	9%	11%	-1%	-10%
> C=CCOC(=O)C1=C[C@@H](c2cn(C(C)=O)c3ccccc23)C[C@@H](OCCCCO)O1
    i	i	26%	u	39%	3%	2%	x	36%[activator]
> COc1ccc(NC(=O)CSc2nc(O)cc(=O)n2-c2ccccc2OC)cc1
    i	-12%[57.5 µM]	-11%	2%	u	1%	7%	-1%	1%
> Cn1ccc2c(-c3ccc(C(=O)O)cc3)cc3c(c21)C1CCC3O1 (stereo unspecified)
    i	-20%	22µM*	-2%	-1%	3%	-16%	x	31%[activator]
> CC(=O)c1c(C)[nH]c(C(=O)Nc2ccc3c(c2)OCCO3)c1C
    i	-9%[57.5 µM]	17%	-13%	11%	-10%	13%	-4%	u
> COc1ccc(C2NCCc3c2[nH]c2ccccc32)cc1CN1CCc2cc(OC)c(OC)cc2C1C (stereo unspecified)
    i	-2%	-11%	u	u	-3%	7%	-1%	8.9µM*
> CC(C)c1ccc(N=C2NN=C(c3cccs3)CS2)cc1
    i	-22%	0%	u	33%	5%	8%	-8%	u
> Cc1nc(OCC(C)C)c2sc3nc4c(cc3c2n1)COC(C)(C)C4
    i	-12%	-3%	5%	1%	16%	-23%	-10%	-3%
> CCN1CCN(c2ccc(S(=O)(=O)N3CCOCC3)cc2NC(=O)CC(NC(C)=O)c2ccccc2)CC1 (stereo unspecified)
    i	-18%	-15%	12%	2%	-14%	-16%	x	12%
> N#Cc1ccccc1NC(=O)COC(=O)/C=C/c1ccc(S(=O)(=O)N2CCOCC2)cc1
    i	i	18%	1%	-2%	-1%	7%	0%	17%
> CCc1ccccc1NC(=O)c1cc(-c2ccc(Cl)s2)nc2ccccc12
    x	-14%	18%	0%	-9%	x	-5%	x	2%

Source: PubChem BioAssay (National Center for Advancing Translational Sciences (NCATS))
